TbPYK inhibitor: blocks Trypanosoma brucei pyruvate kinase | Potency, µM (titrated, usually from 76.8 µM), for the others: at the top dose activity, negative = inhibition, actives largely listed as inhibitors | Q57TT1 | hit rate 0.12% among 410,000 | TbPYK enzyme, Kinase-Glo Plus ATP luminescence, 45 min | AID 624173; note: potency is the fitted concentration of half-maximal effect; nearly all actives have a fitted effect of over 50% in size
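Luminescent Kinase-Glo Plus end-point after 45 min room-temperature reaction of T. brucei pyruvate kinase started with 130 uM ADP (final). Buffer TEA 50 mM pH 7.2 with KCl, MgCl2, BSA, Tween-20; titration-based qHTS with fitted concentration-effect curves.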
AmpC no deterg: blocks E. coli AmpC beta-lactamase in detergent-free assay; P00811; AmpC nitrocefin hydrolysis, absorbance 480 nm, 0.0001% Triton; Potency, µM (titrated, usually from 57.1 µM), for inactives: at the top dose activity change, negative = inhibition, actives largely listed as inhibitors; hit rate 0.52% among 330,000;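 note: potency is the fitted concentration of half-maximal effect; plate controls were no compound for no effect and no enzyme for full effect; nearly all actives have a fitted effect of over 20% in size; some results filed as inactive show a strong effect at the top dose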
Target sequence (P00811 whole entry, looked up): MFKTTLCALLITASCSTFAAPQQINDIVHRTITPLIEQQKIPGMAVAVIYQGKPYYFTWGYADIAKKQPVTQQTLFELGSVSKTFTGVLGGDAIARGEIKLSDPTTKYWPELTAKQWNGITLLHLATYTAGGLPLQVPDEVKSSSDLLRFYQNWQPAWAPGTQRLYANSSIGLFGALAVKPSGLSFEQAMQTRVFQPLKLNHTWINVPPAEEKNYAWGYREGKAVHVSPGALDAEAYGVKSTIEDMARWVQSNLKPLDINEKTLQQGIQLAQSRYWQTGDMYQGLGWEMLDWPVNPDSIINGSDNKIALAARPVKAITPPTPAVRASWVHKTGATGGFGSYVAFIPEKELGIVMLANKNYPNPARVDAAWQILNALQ
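20 mM phosphate pH 7.0 + 0.01% (detergent screen) or 0.0001% Triton X-100; 5.3 nM AmpC reagent; cpd preinc 15 min RT; nitrocefin (800 uM stock) to start; A480 q20 s × 4 min; Activity was normalised to no-enzyme and no-compound control wells.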
HCMV antiviral: human cytomegalovirus inhibition | HFF cells, HCMV-luciferase reporter, 72 h; stronger effect = lower value | activity change, negative = inhibition, % at 57.5 µM | hit rate 4.5% among 410,000; in the data active = activity change below about -60%; inconclusive = no clear call, values can overlap the other calls; inactive = above about -39%
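Compounds were evaluated in HFFs infected with an HCMV luciferase reporter virus (MOI 1 PFU/cell). Luciferase in lysates collected 72 h post infection served as the replication measure.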
AMA1 RON2 block: inhibitors of Plasmodium falciparum AMA1-RON2 interaction; AlphaScreen AMA1-biotinylated RON2 peptide binding; Potency, µM (top dose mostly 58.2 µM), without a hit: top-dose activity change, negative = inhibition, hits mostly inhibitors; hit rate 0.2% among 360,000;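 note: potency is the fitted concentration of half-maximal effect; 0% = vehicle wells and -100% = peptide control; nearly all actives have a fitted effect of over 45% in size; some results filed as inactive show a strong effect at the top dose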
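AMA1 (3D7) with his tag at 25 nM final met compounds first, then biotinylated RON2 peptide at 25 nM; detection used donor plus acceptor beads, 10 µg/mL apiece, read by AlphaScreen after 30 min at room temperature.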
LmPK inhibitor: LmPK (Leishmania mexicana) enzyme inhibition; purified LmPK, Kinase-Glo ATP luminescence, 1 h; Potency, µM (top dose mostly 57.5 µM), for the others: at the top dose activity change, negative = inhibition, hits mostly inhibitors; hit rate 0.37% among 290,000; note: potency is the fitted concentration of half-maximal effect
Target sequence (Q27686 whole entry, looked up): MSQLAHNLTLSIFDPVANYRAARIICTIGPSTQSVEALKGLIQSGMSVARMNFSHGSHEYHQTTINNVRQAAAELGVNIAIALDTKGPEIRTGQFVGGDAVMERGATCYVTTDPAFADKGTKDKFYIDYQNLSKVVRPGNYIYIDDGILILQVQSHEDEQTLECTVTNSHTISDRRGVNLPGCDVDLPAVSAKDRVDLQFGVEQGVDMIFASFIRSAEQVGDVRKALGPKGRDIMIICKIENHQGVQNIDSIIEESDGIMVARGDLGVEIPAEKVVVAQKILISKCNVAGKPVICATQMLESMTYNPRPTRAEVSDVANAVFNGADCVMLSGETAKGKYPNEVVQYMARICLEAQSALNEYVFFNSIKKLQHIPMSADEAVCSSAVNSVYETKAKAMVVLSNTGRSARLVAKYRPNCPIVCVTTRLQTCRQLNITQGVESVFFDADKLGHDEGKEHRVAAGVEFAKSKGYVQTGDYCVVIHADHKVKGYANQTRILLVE
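qHTS format; LmPK 0.1 nM; substrates PEP 0.5 mM and ADP 0.1 mM. One-hour room-temperature incubation, then coupled luciferase luminescence; 0.5 nM enzyme wells mark activation.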
Sm TGR block: inhibitors of Schistosoma mansoni thioredoxin glutathione reductase; Q962Y6; purified TGR, DTNB reduction, TNB absorbance 405 nm; Potency, µM (top dose mostly 114 µM), for inactives: at the top dose activity change, negative = inhibition, actives largely listed as inhibitors; hit rate 3% among 360,000; AID 485364; note: potency is the fitted concentration of half-maximal effect; nearly all actives have a fitted effect of over 60% in size
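Kinetic colorimetric format: TGR-catalysed, NADPH-driven DTNB reduction monitored via TNB absorbance. Enzyme dispensed at 20 nM; compound exposure 15 min at room temperature before reaction start.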
AmpC detergent: inhibitors of E. coli AmpC beta-lactamase with detergent; P00811; AmpC hydrolysis of nitrocefin, absorbance 480 nm, 0.01% Triton; Potency, µM (highest dose often 114 µM), without a hit: at the top dose activity change, negative = inhibition, actives largely listed as inhibitors; hit rate 0.041% among 370,000; AID 485294;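 note: potency is the fitted concentration of half-maximal effect; 0% = no-compound wells and -100% = no-enzyme wells; nearly all actives have a fitted effect of over 25% in size; some results filed as inactive show a strong effect at the top dose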
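20 mM phosphate pH 7.0 + 0.01% (detergent screen) or 0.0001% Triton X-100; 5.3 nM AmpC reagent; cpd preinc 15 min RT; nitrocefin (800 uM stock) to start; A480 q20 s × 4 min; Activity was normalised to no-enzyme and no-compound control wells.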
* hit, by the source's call; ? = inconclusive; / = not tested or not shown; [ ] = remark or other dose. Unless noted, calls come from the whole dose curve; as a rule, active = well fitted curve in the direction sought with a large enough effect; inconclusive = small, poorly fitted or top-dose-only effect, or another doubt; inactive = no such curve, though single readings can be large; an effect the other way counts as inactive or inconclusive. Unless noted, % is set by controls: 0 for no effect and ±100 for the full control effect.

Each structure is followed by: TbPYK inhibitor, AmpC no deterg, HCMV antiviral, AMA1 RON2 block, LmPK inhibitor, Sm TGR block, AmpC detergent
> CC1CCCC(NC(=O)C2N(CCCN3CCCC3)C(=O)C3C(C(=O)Nc4ccc(Cl)cc4)C4C=CC32O4)C1C (stereo not given)
    27%, 67%[activator], ?, -7%, 4%, 3%, -4%
> O=S(=O)(NCCN1CCOCC1)c1ccc(-c2ccc(S(=O)(=O)NCCN3CCOCC3)cc2)cc1
    -1%, 27%, -33, 8%, -2%, -2%, -1%
> CCOC(=O)C(=O)NNc1cccc(C)c1C
    -13%, -16%, 17, -15%, 0%, -13%, -3%
> CC1=CC(=O)N(c2ccn(C)n2)C1=O
    0%, 22%, 54, -3%, -1%, 0%, -10%
> COc1ccc(NC(=O)Nc2ccc3c(c2)C(=O)N([C@@H](C)CO)C[C@@H](C)[C@@H](CN(C)S(=O)(=O)c2cn(C)cn2)O3)cc1
    -4%, 179%[activator], 25, 2%, /, /, /
> COc1ccc(C(=O)N/C(=C\c2cc(OC)c(OC)cc2[N+](=O)[O-])C(=O)NCC(=O)O)cc1
    2%, -16%, -20, -2%, -1%, /, 1%
> Fc1cccc(Cl)c1CNCCSc1nnnn1-c1ccccc1
    0%, /, -2, /, /, 1%, 21%
> CN(CCO)C1=CC(=O)CC(C)(C)C1
    2%, -4%, 15, -11%, -11%, 5%, -5%
> COC(=O)c1[nH]cnc1C(=O)c1ccccc1
    1%, -11%, -8, 11%, -7%, 2%, -9%
> Cc1ccc(-c2ccccc2NC(=O)CCl)o1
    -1%, -35%, 100, -3%, 4%, 32µM*, 1%
> CC(C)(C)c1ccc(OCC(=O)NCCN2CCCC2)cc1
    -6%, 14%, 27, -11%, 4%, -21%, 8%
> CCn1c(C)c(C(=O)c2ccccc2)c(C#N)c1C(=O)O
    -1%, -13%, 12, -12%, 1%, 12%, ?
> COc1ccc(NC(=O)C2C3C=CC4(O3)C2C(=O)N(CCCN2CCCC(C)C2)C4C(=O)NC2CCCCC2)cc1 (stereo not given)
    2%, -11%, -13, 9%, 10%, -3%, -3%
> COc1ccccc1C(=O)NCCC(=O)Nc1ccc(C)cn1
    0%, -8%, 37, -7%, -3%, 7%, 1%
> Cc1nc(CC(=O)NNS(=O)(=O)c2cccc(Cl)c2Cl)cs1
    -7%, -20%, 3, 12%, /, /, /
> Cc1ccc(NS(=O)(=O)c2ccc(Cl)s2)nc1
    -5%, -22%, 8, 4%, -13%, -32%, -2%
> Cc1ccc(S(=O)(=O)N(C)C)cc1NC(=O)COC(=O)Cc1cccs1
    -4%, -32%, -17, -1%, /, 0%, -18%
> COc1cc(NC(=O)Cn2ncc3c2-c2ccccc2OC3)cc(OC)c1OC
    -3%, 43%, 41, -1%, 1%, -14%, 2%
> Cc1ccn2c(=O)nc(SCC(=O)Nc3ccc4c(c3)OCCO4)nc2c1
    -5%, ?, 6, -7%, /, -7%, ?
> Cc1nn2c(-c3ccccc3)ccnc2c1-c1ccccc1
    -1%, -2%, 44, 4%, 3%, 2%, 1%
> CCOC(=O)C1=C(COC(=O)C(CC)Oc2ccccc2)NC(=O)NC1C (stereo not given)
    -4%, 9%, 3, -15%, /, 22%, -1%
> O=C(COC(=O)c1cc([N+](=O)[O-])ccc1NCCO)c1ccc(Cl)cc1
    -28%, -40%, 134, 19%, 1%, -20%, 1%
> CCN(CC)S(=O)(=O)c1cccc(C(=O)NC(C(=O)Nc2nnc(C3CC3)s2)C(C)C)c1 (stereo not given)
    0%, 59%, 2, 51%, 3%, 53%[activator], 8%
> O=C(CN(Cc1ccccc1)S(=O)(=O)c1ccc(Br)cc1)NCc1ccco1
    -1%, -12%, -17, -19%, 3%, -36%, 0%
> O=C(Cn1cnc2c(nnn2-c2ccc(F)cc2)c1=O)N1CCCC1
    -15%, -17%, 61, 9%, 6%, 0%, ?
> COc1ccc(NC(=O)C2=CCN(S(=O)(=O)c3ccccc3)CC2)cc1OC
    -6%, -18%, 0, -1%, 1%, 2%, -1%
> COc1ccc(C2CC(c3ccccc3)n3nc(NC(=O)c4cccs4)nc3N2)cc1 (stereo not given)
    5%, -30%, -11, 39%[activator], 1%, -9%, -8%
> CC(Sc1nnc(N)s1)C(=O)NCc1ccc2c(c1)OCO2 (stereo not given)
    8%, -10%, 24, -2%, /, -4%, 4%
> CCN(CC)S(=O)(=O)c1ccc2c(c1)c(=O)c(C(=O)N1CCN(c3cc(Cl)ccc3C)CC1)cn2C
    1%, /, 8, /, /, 8%, 1%
> CCn1c(=O)cc(SCC(=O)NCCc2cccc(C)c2)c2ccccc21
    1%, /, 7, /, /, 1%, -14%
> Cc1ccc(NC(=O)C2CCN(S(=O)(=O)c3ccc4c(c3)NC(=O)C(C)S4)CC2)c(Cl)c1 (stereo not given)
    0%, -29%, 0, 2%, 13%, 5%, 2%
> Cc1ccc(C)c(S(=O)(=O)N2CCN(C(=O)CSC(=S)N3CCCC3)CC2)c1
    -7%, ?, -33, -6%, /, 0%, ?
> CCn1cc(CN2CCN(Cc3cccc(OC)c3)C(CCO)C2)c(C)n1 (stereo not given)
    9%, 0%, -2, -9%, -2%, -13%[57.1 µM], -7%
> CCOc1ccc(S(=O)(=O)N2CCOCC2)c2ccccc12
    -3%, 11%, 9, -6%, 1%, 5%, 4%
> COc1ccccc1C(=O)OCC(=O)Nc1ccc(OC(F)F)cc1
    -2%, -18%, 21, 3%, 3%, 3%, ?
> Cc1cccc2c1cnn2C(=O)CCC(=O)NCC(C)c1ccccc1 (stereo not given)
    5%, -5%, -26, 23%, 1%, 2%, ?
> CCOC(=O)N1CCN(C(=O)c2nn(C)c3c2CSc2ccccc2-3)CC1
    -8%, 104%[activator], -15, 4%, -8%, 0%, -10%
> CCOc1ccc(S(=O)(=O)N2CCN(c3ccc(Cl)c(Cl)c3)CC2)c2ccccc12
    3%, /, 17, /, /, 2%, -1%
> Cc1ccc(S(=O)(=O)Nc2ccccc2CNc2cccc(C)n2)cc1
    -9%, -54%, -23, -20%, 4%, -1%, ?
> O=C(CSc1nnc(Cc2cccs2)n1-c1ccccc1)Nc1ccc2c(c1)OCCO2
    4%, -29%, 31, -11%, -2%, 4%, -13%
> CN(Cc1cc2ccccc2[nH]c1=O)C(=O)COc1ccccc1
    9%, 83%[activator], -17, -13%, 0%, -32%, -2%
> CC(C(=O)Nc1cc(Cl)cc(Cl)c1)N1CCCC1 (stereo not given)
    -3%, 0%, /, 16%, 1%, 6%, 6%
> COc1ccc2ccccc2c1CN1CCSCC1
    4%, -17%, -34, ?, -2%, 1%, -15%
> Cc1cc(C)c(C#N)c(SCCS(=O)(=O)Cc2ccc(Cl)cc2)n1
    -3%, 20%, -28, -4%, 5%, -1%, -7%
> Cc1cc(C)cc(N(CC(=O)NC2CCCC2)C(=O)CCC(=O)Nc2cc(C)ccn2)c1
    6%, -14%, -23, -3%, -1%, -1%, -5%
> O=C(Nc1ccc(N2CCOCC2)cc1)Nc1cnsn1
    -21%, -18%, -24, 10%, -6%, -6%, 1%
> CCOC(=O)c1c(-c2ccccc2)csc1NC(=O)c1ccc(S(=O)(=O)N2CCOCC2)cc1
    1%, -21%, -26, -6%, 1%, 6%, -9%
> Cc1cc(=O)oc2c(C)c(OC(C)C(=O)Nc3ccc(N4CCC(C)CC4)cc3)ccc12 (stereo not given)
    2%, -4%, ?, 9%, 4%, 2%, 4%
> O=C(NCc1ccccc1)c1ccc(S(=O)(=O)Nc2cccc(C(F)(F)F)c2)cc1
    4%, -32%, -62*, -15%, 1%, 14%, -4%
> Cc1cccc(C(=O)NCC(=O)Nc2ccc(S(=O)(=O)Nc3nc(C)cc(C)n3)cc2)c1
    -1%, -33%, 19, -6%, -2%, 3%, -7%
> COC(=O)c1ccc(Nc2nnc(-c3ccc(C)c(S(=O)(=O)N4CCN(C)CC4)c3)c3ccccc23)cc1
    -6%, /, -30, /, /, 1%, 6%
> O=C1CC2CCCN2C=C1I (stereo not given)
    -11%, 1%, -29, -7%, /, /, /
> CCN1C(=O)S/C(=C/c2cn(C)c3ccccc23)C1=O
    -5%, 1%, 58, 0%, -6%, 0%, -1%
> COc1cccc(-c2cc(C(F)(F)F)nc(NCCc3ccccc3)n2)c1
    0%, /, 20, /, /, 7%, 12%
> CN(C(=O)c1cccc(NC(=O)c2ccccc2)c1)C1CCCCC1
    1%, 4%, -12, -12%, -11%, -15%, -2%
> O=C(N=Nc1c(O)[nH]c2ccc(F)cc12)c1ccc(NS(=O)(=O)c2cccs2)cc1
    -5%, -21%, 67, -2%, /, -15%, -5%
> COc1ccc(-c2cnnc(N/N=C/c3ccc(OC)c(OC)c3)n2)cc1
    -20%, -14%, ?, 35%[activator], 3%, 5%, 0%
> CN(C)C(Cc1ccccc1)C(=O)c1ccc(-c2ccccc2)cc1 (stereo not given)
    -6%, 18%, 24, -7%, -1%, -24%, 0%
> Cc1cc(C)n(-c2ccc(C(=O)O)cc2[N+](=O)[O-])n1
    -4%, -12%, -6, -13%, 0%, 8%, 4%
> Oc1ccccc1C1OCC2(CO1)COC(c1ccccc1O)OC2 (stereo not given)
    -9%, -17%, 29, -10%, 1%, -1%, -5%

(cont.)
Each structure is followed by: TbPYK inhibitor, AmpC no deterg, HCMV antiviral, AMA1 RON2 block, LmPK inhibitor, Sm TGR block, AmpC detergent
> CCCS(=O)(=O)N1CCC(C(=O)NCCc2ccccc2)CC1
    2%, -4%, 8, 0%, 2%, -10%, -11%
> CCOC(=O)c1c(C)[nH]c(C(=O)COC(=O)C2CC2C)c1C (stereo not given)
    -5%, -5%, -39, 2%, 1%, 9%, 3%
> CN(C)CC1CCCCC1OC(=O)/C=C/c1ccc(Cl)cc1Cl (stereo not given)
    -5%, 80%[activator], 10, -14%, 2%, -12%, 3%
> O=C(NCCN1CCN(c2ccccc2)CC1)C1CCN(S(=O)(=O)c2cccs2)CC1
    -1%, 58%, ?, -6%, -1%, 3%, -8%
> C=CCCN([C@H](CO)Cc1ccccc1)S(=O)(=O)c1ccccc1Br
    4%, -20%, 14, 20%, /, /, /

Looked up one by one from above, 3 records:
Each structure is followed by: TbPYK inhibitor, AmpC no deterg, HCMV antiviral, AMA1 RON2 block, LmPK inhibitor, Sm TGR block, AmpC detergent
> CCOc1ccc(S(=O)(=O)N2CCOCC2)c2ccccc12
    -3%, 11%, 9, -6%, 1%, 5%, 4%
> CCOC(=O)N1CCN(C(=O)c2nn(C)c3c2CSc2ccccc2-3)CC1
    -8%, 104%[activator], -15, 4%, -8%, 0%, -10%
> O=C(Cn1cnc2c(nnn2-c2ccc(F)cc2)c1=O)N1CCCC1
    -15%, -17%, 61, 9%, 6%, 0%, ?

Screening results from PubChem BioAssay.
